M1 antagonist: antagonists of rat M1 muscarinic receptor; AID 628; P08482; CHO-M1 cells, Fluo-4 calcium, ACh EC80 antagonist mode; active compounds read low; B-score at 10 µM; hit rate 3.4% among 64,000;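 active means calcium fluorescence response, raw or row-and-column corrected B-score, differing from the plate sample mean either way at a set confidence level, mostly lower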
S1P3 ag: S1P3 (human) receptor agonism; hit rate 0.1% among 60,000; activation, % at 4.5 µM; S1P3 NFAT-BLA reporter cells, FRET ratio; relative to 1 µM S1P, basal subtracted; Q99500; AID 373;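 active means activation above the screen-wide mean plus 3 SD, cut at about 4.5% in these data, passing the limit was not always enough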; further: some compounds called inactive have numbers as strong as hits
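Measure – % activation relative to 1 µM S1P (100%), per plate · System – stable CHO line with human S1P3, Gα16, NFAT-BLA reporter · Timing – cells plated overnight, compound 4 h 37 °C, substrate 2 h RT · Technique – fluorescent BLA substrate, ex 405 nm, em 460/535 nm ratio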
5-HT1A blocker: 5-HT1a (human) receptor antagonism | hit rate 0.68% among 62,000 | P08908 | inhibition, % at 10 µM | CHO 5-HT1a Ga15 NFAT-bla reporter, antagonist mode;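 active means inhibition above the mean of all tested compounds plus 3 SD, cut at about 43% in these data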;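 further: receptor stimulated by 5-CT agonist at 100 nM near EC80; beta-lactamase reporter measured by ratiometric fluorescence of a cleavable substrate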
5HT1E ag: agonists of human 5-HT1E serotonin receptor | activation, % at 6 µM | P28566 | AID 574 | CHO 5-HT1E Ga15 NFAT-bla reporter, FRET; 0% DMSO wells, 100% control agonist wells | hit rate 0.69% among 65,000;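 active means activation above a set limit, the screen-wide mean activation plus 3 SD, cut at about 8.5% in these data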;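 further: 100% = positive control agonist at 1 µM giving full maximal response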
Target sequence (P28566 whole entry, looked up): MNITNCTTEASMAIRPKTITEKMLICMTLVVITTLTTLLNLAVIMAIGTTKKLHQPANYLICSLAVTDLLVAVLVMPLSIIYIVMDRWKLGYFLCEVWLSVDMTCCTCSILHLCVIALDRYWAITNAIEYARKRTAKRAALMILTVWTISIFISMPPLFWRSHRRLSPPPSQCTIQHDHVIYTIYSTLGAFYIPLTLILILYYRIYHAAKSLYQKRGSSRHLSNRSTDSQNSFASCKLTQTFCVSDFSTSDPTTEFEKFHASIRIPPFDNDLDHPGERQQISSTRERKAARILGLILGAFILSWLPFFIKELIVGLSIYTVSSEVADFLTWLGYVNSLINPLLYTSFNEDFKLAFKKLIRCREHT
M1 agonist: M1 muscarinic receptor agonism; B-score at 10 µM; hit rate 3% among 64,000; CHO-M1 cells, Fluo-4 calcium fluorescence, agonist mode; active compounds read high; AID 626;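 active means fluorescence rise, raw or as B-score row- and column-corrected plate score, outside the 99.7% band of its plate's samples, either direction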
S1P1 ag pot: agonists and agonism potentiators of human S1P1 receptor; P21453; S1P1 CRE-bla cells, forskolin, beta-lactamase FRET, potentiator mode; S1P1 agonist co-added at EC20, 2 nM; 100% = saturating reference agonist, 0% = basal; activation, % at 9.5 µM; hit rate 0.57% among 56,000; AID 449;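 active means activation above a cutoff set at the mean activation of all tested compounds plus 3 SD, cut at about 54% in these data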;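 further: forskolin at 4 µM as EC80 and the EC20 agonist is SEW2871; 100% = SEW2871 at its EC100 plus forskolin at EC80; some compounds past the cut are filed as inactive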
Target sequence (P21453 whole entry, looked up): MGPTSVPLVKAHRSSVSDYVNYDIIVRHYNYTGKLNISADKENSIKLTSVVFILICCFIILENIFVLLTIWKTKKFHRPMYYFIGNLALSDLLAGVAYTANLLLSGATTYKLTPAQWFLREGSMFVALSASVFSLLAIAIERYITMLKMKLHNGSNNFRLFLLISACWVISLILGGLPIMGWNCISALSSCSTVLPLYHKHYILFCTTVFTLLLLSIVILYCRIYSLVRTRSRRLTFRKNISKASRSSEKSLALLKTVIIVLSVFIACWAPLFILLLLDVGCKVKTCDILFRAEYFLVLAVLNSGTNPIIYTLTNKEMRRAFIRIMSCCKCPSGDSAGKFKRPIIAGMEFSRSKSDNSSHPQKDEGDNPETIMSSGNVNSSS
HTR1E antagonist: antagonists of human 5-HT1E serotonin receptor; P28566; inhibition, % at 6 µM; CHO 5-HT1E Ga15 NFAT-bla reporter, FRET, antagonist; hit rate 0.99% among 65,000;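 active means inhibition above a set limit, the mean inhibition across every tested compound plus 3 SD, cut at about 29% in these data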;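 further: signal is the 460 over 535 nm emission ratio of beta-lactamase substrate; 0% = agonist plus DMSO wells and 100% = wells without agonist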
Jurkat tox 60K: cytotoxic compounds reducing Jurkat cell viability; inhibition, % at 4 µM; hit rate 1.2% among 56,000; Jurkat E6.1 viability, ATP luminescence, 48 h; AID 463;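 active means inhibition above the mean inhibition of all tested compounds plus 3 SD, cut at about 28% in these data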
5HT1a ag: agonists of human 5-HT1a serotonin receptor; CHO 5-HT1a Ga15 NFAT-bla reporter, FRET ratio; 0% basal, 100% maximal reference agonist; hit rate 0.56% among 65,000; P08908; activation, % at 10 µM;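 active means activation above the screen-wide mean activation plus 3 SD, cut at about 19% in these data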;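 further: 0% = DMSO wells and 100% = 5-CT at EC100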
An asterisk follows results filed as active; / = not tested or not shown.

Second line of a record – M1 agonist	S1P1 ag pot	5HT1a ag	5-HT1A blocker	S1P3 ag	M1 antagonist	5HT1E ag	HTR1E antagonist	Jurkat tox 60K
COc1ccc(-c2nnc3ccc(SCC(=O)NCc4ccco4)nn23)cc1OC
    0.019	8	-0.7	1	-0.7	-0.071	0.1	-3	-1
CC(=O)N=C1SC2CS(=O)(=O)CC2N1c1ccccc1Cl (configuration not stated)
    0.19	-26	-2.9	6	-1.1	-0.33	0.5	-2	0
Cc1ccc(Cl)cc1N(CC(=O)N1CCCCCC1)S(C)(=O)=O
    0.14	/	0.2	-14	/	-2.9*	-0.7	-6	/
COC(=O)c1ccc(C2C(C#N)=C(C)NC3=C2C(=O)CC(C)(C)C3)cc1 (configuration not stated)
    0.38	-9	-1.3	8	0.3	0.35	-0.1	9	10
COc1ccccc1OCCOCCn1cnc2ccccc2c1=O
    0.25	-6	-2.7	5	-1.3	0.31	-1.2	6	4
Cc1cccn2cc(CCNS(=O)(=O)c3ccc4c(c3)OCCO4)nc12
    -0.3	-11	-3.2	-5	-0.2	0.016	-0.1	-8	0
O=C(NC1CCCCC1)c1nc2c(nnn2Cc2ccccc2Cl)c(=O)[nH]1
    1.9	22	1.1	2	-0.5	0.66	0.7	-1	-4
CC1(c2ccccc2)NC(=O)N(CCOc2ccccc2)C1=O (configuration not stated)
    -0.83	7	-1.5	-4	0.4	0.026	-0.1	-8	-5
Cc1ccc(N2CC(C(=O)Nc3nnc(C(C)C)s3)CC2=O)cc1 (configuration not stated)
    0.68	-16	-0.3	-13	-0.1	0.64	-0.5	-4	2
O=C(NCc1ccccn1)C1CC(=O)N(C2CCCC2)C1 (configuration not stated)
    -0.41	-14	-1.3	-1	0.5	0.67	-1.2	-4	-17
Cc1ccc(OCc2nnc(SCC(=O)c3ccccc3)n2Cc2ccco2)cc1
    -0.43	10	0.8	29	-1.0	0.037	1.1	-5	10
O=C1OC(Nc2ccc(Br)cn2)c2ccccc21 (configuration not stated)
    -0.018	-5	-0.9	/	-4.4	-0.63	0.9	-19	/
CC(C)C(=O)Nc1ccc2c(c1)nc1n2CCSC1
    0.11	-4	-1.4	6	-0.3	0.41	-0.3	9	0
C=CCn1cc(C(=O)NCc2cccnc2)c(=O)c2cc(S(=O)(=O)N(CC)CC)ccc21
    -0.64	-6	-0.1	-23	-0.1	-0.27	1.1	-6	-2
COc1ccc(C(=O)N2CCN(c3nc4ccccc4o3)CC2)cc1OC
    -0.53	22	-3.6	-8	-0.1	-0.28	0.2	3	6
N#CC1=C2Sc3ccccc3N2CCCC1=O
    0.06	-1	-1.4	1	-0.9	0.11	-0.1	14	6
c1ccc(C(Cc2nc(-c3cccnc3)no2)c2ccccc2)cc1
    -0.53	85*	-0.3	15	20*	-0.68	-0.9	19	7
CN1CCCCc2c1nc1c(c2N)CCCC1
    -0.72	-20	-4.9	1	-0.1	-2.5*	0.3	-2	3
CC(C)C(NS(=O)(=O)c1ccc2c(c1)OCCO2)C(=O)NCCc1ccccn1 (configuration not stated)
    0.54	/	0.1	-7	/	0.36	0.3	-8	/
Cc1ccc(S(=O)(=O)c2nc(-c3ccco3)oc2SCC(=O)NCC2CCCO2)cc1 (configuration not stated)
    0.35	/	-5.2	3	/	0.63	-0.4	1	/

The list continues:
Second line of a record – M1 agonist	S1P1 ag pot	5HT1a ag	5-HT1A blocker	S1P3 ag	M1 antagonist	5HT1E ag	HTR1E antagonist	Jurkat tox 60K
COc1cc2c(cc1OC)C(C(=O)O)C(c1ccc(C)o1)N(C)C2=O (configuration not stated)
    /	-17	-3.0	30	0.1	/	-0.6	10	-12
CCCCN(CCCC)S(=O)(=O)c1ccc(C(=O)Nc2nnc(CSC)o2)cc1
    -0.031	14	-0.7	4	-0.8	1	-0.2	4	3
COc1cccc(N(CC(=O)Nc2ccccc2C)S(C)(=O)=O)c1
    -0.26	-8	-1.6	-3	-0.7	0.09	0.3	-1	-11
COc1ccc(-c2nnc(NC(=O)c3ccccc3C)o2)cc1
    -0.24	9	-1.0	7	0.9	0.053	0.8	-16	43*
CCOC(=O)C1CCCN(C(=O)CN(c2ccc(OC)cc2)S(=O)(=O)c2c(C)noc2C)C1 (configuration not stated)
    -0.26	-6	1.4	-9	0.1	-0.072	-0.4	13	2
O=C(CSc1nnc(CNC(=O)c2ccco2)o1)c1ccc(Cl)cc1
    -1.1	/	-0.6	6	/	0.13	-0.5	-6	/
COC(=O)CNc1nc(OC)nc(N(C)C)n1
    0.2	2	0.3	2	-1.1	1.6	0.1	6	-6
COc1cc(NC(=O)c2ccco2)c(OC)cc1NC(=O)CSc1nnc(-c2cccs2)n1C
    6.2*	-18	-0.2	-2	-0.3	-0.8	0.6	15	0
Cc1ccc(N(C(=O)Cn2nnc(-c3ccc(C)o3)n2)C(C(=O)NC2CCCC2)c2ccco2)cc1 (configuration not stated)
    -0.76	-18	-2.0	17	-0.7	0.003	3.9	8	2
NC(CC(=O)O)c1cccc(OCc2ccccc2)c1 (configuration not stated)
    0.71	3	-2.0	-1	-1.0	0.91	1.3	-7	-5
CCOC(=O)c1c(C)n(C)c2ccc(OCC(O)CN3CCC(C)CC3)cc12 (configuration not stated)
    -1.4	-35	-1.5	1	0.1	-0.67	0.4	-7	5
Cc1c2cnn(-c3ccccc3)c(=O)c2c(C)n1CCCC(=O)N1CCN(c2ncccn2)CC1
    -0.38	-10	4.9	-4	0.9	-0.64	0.1	-10	1
CC1(C)Cc2cccc(OCC(=O)Nc3cccnc3)c2O1
    0.028	-10	-0.8	-3	0.7	0.11	-1.4	-3	-5
CC(C)C(C(=O)Nc1cccnc1)N1C(=O)c2ccccc2C1=O (configuration not stated)
    -1.7	/	15	-11	-1.5	-0.077	0.9	-7	5
Cc1nc2ccccc2nc1OCC(=O)Nc1cc(C(F)(F)F)ccc1N1CCOCC1
    -0.2	-7	0.2	28	-1.4	-0.45	-0.4	1	3
COc1ccc(S(=O)(=O)N2CCC(C(=O)Nc3cccc(C(C)=O)c3)CC2)cc1C
    -0.22	5	-2.8	-3	-1.5	-0.016	-0.1	-1	12
O=S(=O)(c1ccccc1)N1CCN(c2ncnc3sc(-c4ccccc4)cc23)CC1
    0.5	8	0.9	2	-0.5	0.18	0.6	1	-5
COC(=O)C(NC(=O)c1ccco1)(Nc1nc(C)cs1)C(F)(F)F (configuration not stated)
    0.68	4	-0.4	/	-3.5	-0.2	-0.5	-4	/
CN(Cc1ccccc1)Cc1nc2c(c(=O)n(C)c(=O)n2C)n1CCc1ccccc1
    0.83	-18	-0.5	5	0.8	0.71	1.0	-9	4
COC(=O)c1ccc(S(=O)(=O)N2CCCC2)o1
    0.82	/	-2.5	3	-1.6	-0.25	1.1	0	3

5 records drawn at random from the list so far:
Second line of a record – M1 agonist	S1P1 ag pot	5HT1a ag	5-HT1A blocker	S1P3 ag	M1 antagonist	5HT1E ag	HTR1E antagonist	Jurkat tox 60K
COC(=O)c1ccc(C2C(C#N)=C(C)NC3=C2C(=O)CC(C)(C)C3)cc1 (configuration not stated)
    0.38	-9	-1.3	8	0.3	0.35	-0.1	9	10
COc1ccc(-c2nnc(NC(=O)c3ccccc3C)o2)cc1
    -0.24	9	-1.0	7	0.9	0.053	0.8	-16	43*
CC1(c2ccccc2)NC(=O)N(CCOc2ccccc2)C1=O (configuration not stated)
    -0.83	7	-1.5	-4	0.4	0.026	-0.1	-8	-5
NC(CC(=O)O)c1cccc(OCc2ccccc2)c1 (configuration not stated)
    0.71	3	-2.0	-1	-1.0	0.91	1.3	-7	-5
COc1ccccc1OCCOCCn1cnc2ccccc2c1=O
    0.25	-6	-2.7	5	-1.3	0.31	-1.2	6	4

Next part:
Second line of a record – M1 agonist	S1P1 ag pot	5HT1a ag	5-HT1A blocker	S1P3 ag	M1 antagonist	5HT1E ag	HTR1E antagonist	Jurkat tox 60K
O=C(Nc1nccs1)c1cccc(S(=O)(=O)N2CCOCC2)c1
    0	/	-2.6	6	/	0.44	-0.2	-4	/
Fc1ccc(-c2nnc(NC3=NCCCCC3)o2)cc1
    0.03	-12	0.0	-4	-0.5	-0.0053	-0.1	1	14
O=C(CSc1nc2ccsc2c(=O)n1Cc1ccccc1)NCc1ccco1
    -0.74	/	-0.7	19	/	0.78	-0.3	-4	/
O=C(CSc1nc2c(cnn2-c2ccc(F)cc2)c(=O)[nH]1)N1CCOCC1
    1.6	/	-0.8	-14	/	-0.18	-0.5	-1	/
CCN1CCN(c2cc(C)c3cc(NC(=O)c4ccc5c(c4)OCO5)ccc3n2)CC1
    -0.036	-24	0.1	12	-0.7	-2.6*	-0.6	9	-1
CC(=O)N(CCc1ccccc1C)Cc1cc2cc3c(cc2[nH]c1=O)OCO3
    -1	0	1.0	-8	-0.7	-0.087	0.5	11	5
CC1(C)CC2CC(C)(CN2C(=O)c2cccs2)C1 (configuration not stated)
    /	-13	-0.5	-5	-0.6	/	1.1	-5	-4
CC(C)OC(=O)C1C(=O)CC(C)(O)C(C(=O)OC(C)C)C1c1cccnc1 (configuration not stated)
    0.54	-17	-2.2	6	0.0	-0.016	1.1	6	-4
CCOc1ccccc1C(=O)NCC(=O)OCC(=O)NCCc1ccc(S(N)(=O)=O)cc1
    -0.69	/	0.7	-6	/	-0.39	-0.4	0	/
COC(=O)c1ccc(C(c2c(N)n(CC(C)C)c(=O)[nH]c2=O)N2CCN(c3ccccc3)CC2)cc1 (configuration not stated)
    -0.6	68	4.3	-10	-0.5	-2	5.4	-2	-3
CCOC(=O)N1CCN(C(=O)c2sc3nc(-c4ccc(F)cc4)cn3c2C)CC1
    0.19	10	0.7	-5	-0.3	-1	-0.1	-5	-2
COc1cccc(-n2c(SCC(=O)NCCc3ccccc3)nnc2-c2ccoc2C)c1
    0.15	0	-0.3	-9	-0.4	0.55	1.4	-1	-13
COc1ccccc1-n1c(=O)[nH]c2c(C(N)=O)nc(-c3cccnc3)nc21
    -0.0012	-5	-1.3	-12	-0.1	0.04	0.9	5	4
COc1ccccc1-c1nc(S(=O)(=O)c2ccc(Cl)cc2)c(N(C)C)o1
    -0.54	28	-1.2	-1	-0.7	-0.09	-0.4	-12	-4
O=C(CSc1nnc(Cc2cc(=O)[nH]c(=O)[nH]2)n1-c1ccccc1)NCC1CCCO1 (configuration not stated)
    0.33	6	-1.9	-1	-0.1	0.02	-0.3	1	-9
CCOCCCNC(=O)c1ccccc1Br
    -0.21	/	-0.2	-2	-0.5	-0.046	-0.1	-12	-3
CCOC(=O)c1sc(=N)n(-c2ccc(OC)cc2)c1C
    0.012	-24	-1.4	5	-1.0	0.072	0.1	16	-1
Cc1c(C(=O)O)oc2ccc(S(=O)(=O)NCCC3=CCCCC3)cc12
    -0.0075	-8	-3.7	-3	-1.1	0.024	0.4	-5	0
Nc1c(S(=O)(=O)c2ccccc2)c2nc3ccccc3nc2n1/N=C/c1cccc(O)c1
    -0.22	-12	0.8	-9	0.5	-0.25	1.5	2	-5
O=C(C1CCCCC1)N(CCN1CCCC1)c1nc2ccccc2s1
    -0.55	-7	0.2	5	0.5	-2.3*	-0.2	1	8
CCOc1cc(C(=S)N2CCOCC2)ccc1O
    0.095	-2	-1.2	4	1.1	-0.15	0.3	-2	-2

Bioassay records (PubChem)
